NCI-60 one-dose screen, 48 h, at 10 µM unless noted. Numbers give growth in % (100 = growth as untreated, 0 = no growth, -100 = all killed).
CAKI-1 – CAKI-1 renal cancer; 75,000 compounds, 4.7% hits; AID 1794772
U251 – U251 CNS tumor cells | 80,000 compounds, 5.4% hits
TK-10 – TK-10 renal cancer cells. 81,000 compounds, 3.9% hits
SN12C – SN12C renal cancer cells | 81,000 compounds, 3.8% hits
786-0 – 786-0 renal cancer cells; 81,000 compounds, 5.1% hits; AID 1794775
SF-268 – SF-268 CNS cancer cells; 82,000 compounds, 3.1% hits
UO-31 – UO-31 renal cancer. 81,000 compounds, 5.2% hits. AID 1794768
SF-295 – SF-295 CNS cancer cells. AID 1794758. 79,000 compounds, 5.6% hits
* marks the source's active call; other numbers are inactive results; . = not tested or not shown; & = joins results of further samples. The calls were made as follows: active = growth percent below 10; inactive = the rest.

SMILES	CAKI-1	U251	TK-10	SN12C	786-0	SF-268	UO-31	SF-295
FC(F)(F)c1cccc(Nc2nc3ccccc3nc2Nc2cccc(C(F)(F)F)c2)c1	-1.7*	-34.0*	-50.1*	32.3	-75.3*	-9.6*	-74.7*	-78.9*
Cc1ccc2[nH]c(=O)cc(N=[N+]=[N-])c2c1	80.7	79.7	103.7	84.3	98.3	87.6	69.0	91.9
CC(C(=O)O)N1C(=O)CSC1=S (stereo not given)	96.5	97.3	95.3	99.2	101.9	96.4	88.7	100.4
CCOC(=O)CN1CCN(CC(=O)NC(c2ccccc2)c2ccc(Cl)cc2)CC1 (stereo not given)	97.1	96.5	94.1	99.2	99.0	95.5	78.5	98.0
CCn1c(SCCc2ccccc2)nnc1-c1nn(-c2ccc(Cl)cc2Cl)c(-c2ccc(Cl)cc2)c1C	64.4	54.7	75.3	70.3	72.9	77.4	53.5	65.7
O=C1NC(=O)C(c2c[nH]c3ccccc23)=C1c1cccc2ccccc12	85.4	100.7	124.1	93.5	103.6	97.7	76.6	97.8
C=CCc1c(O)c(C(=O)/C=C/c2ccccc2OC)c(OC)c2ccoc12	39.0	54.1	74.8	75.4	100.5	81.2	68.2	51.9
CCN(CC)c1ccc2cc(C(Nc3ccc(F)cc3)c3nnnn3C(C)(C)C)c(=O)oc2c1 (stereo not given)	77.7	86.1	97.0	89.5	91.7	88.1	83.9	96.8
COc1ccc(-c2nn(-c3ccccc3)cc2/C=c2\sc3nc(Cc4ccccc4)nn3c2=O)cc1	100.2&101.9	98.3&99.2	95.4&106.5	100.6&91.6	102.1&96.3	101.8&102.4	91.7&88.3	101.0&93.4
Oc1cc(Br)ccc1C=Nc1ccc(N2CCCCC2)cc1	93.8	104.4	151.7	102.0	111.8	90.5	93.5	115.0
COc1ccc(-c2cc(C(=O)N=Nc3c(O)[nH]c4ccc(Br)cc34)c3ccccc3n2)cc1	57.1	-67.7*	97.8	5.6*	80.1	64.4	43.2	35.3
Cc1ccc(-c2nnc(SCc3nc(N)nc(Nc4ccccc4F)n3)n2-c2ccccc2)cc1	85.2	92.8	100.2	95.6	95.7	97.3	70.4	94.3
CCCCC(C=O)(C=C=C(C)C)CC (stereo not given)	98.2	96.8	104.2	101.9	99.1	101.5	93.4	95.0
Cn1c(N)c(C(=O)/C=C/c2ccccc2)c(=O)n(C)c1=O	87.6	.	137.2	102.5	109.8	121.1	100.0	.
OCc1ncccc1O	85.6	107.9	110.3&117.8	100.9&98.7	103.9&110.7	105.6&114.9	159.0&96.2	95.3&87.9
CC(=O)c1ccc(NC(=O)CN2CCN(c3cc(=O)n(-c4ccccc4)c4ccccc34)CC2)cc1	103.2	95.7	100.5	90.7	97.5	99.4	85.6	98.3
C[N+](C)(CCO)C(c1ccccc1)c1ccccc1	.	99.6	98.8	98.0	100.3	97.6	86.7	88.9
OCc1cccnc1	35.5	.	102.4	99.2	106.9	.	81.7	.
Cc1nn(-c2ccccc2[N+](=O)[O-])c(C)c1N=Nc1ccc(Br)cc1	53.9	79.5	70.6	93.6	74.8	85.0	65.8	81.5
O=C1Nc2ccc(Cl)cc2/C1=C/c1ccc(OCc2ccc([N+](=O)[O-])cc2)cc1	67.6	91.9	87.9	94.1	94.4	88.2	79.4	98.2
Cn1c(=O)c2nc(CC(=Nc3ccc(Cl)cc3)c3ccccc3)c(=O)[nH]c2n(C)c1=O	67.5	94.9	103.3	92.3	99.6	93.9	72.0	93.4
CSC1=NC(c2cccc([N+](=O)[O-])c2)C(C(C)=O)=C(C)N1 (stereo not given)	88.0	99.1	125.5	99.8	101.5	94.5	76.7	105.1
Fc1ccc(NCc2cn(-c3ccccc3)nc2-c2ccc(OCc3ccccc3)cc2)cc1Cl	82.9	97.1	93.7	91.6	88.7	92.2	75.0	87.0
O=C1CC(SC(=S)C2CCCC2=O)C(=O)N1 (stereo not given)	102.4	97.1	108.4	99.3	95.7	101.6	92.3	104.4
COc1ccc(-c2nn(-c3cccc(Cl)c3)cc2C2CC(c3ccc(Br)cc3)=NN2C(C)=O)cc1 (stereo not given)	86.6	86.4	118.7	84.2	104.9	88.4	82.0	94.9
Further structures follow.
SMILES	CAKI-1	U251	TK-10	SN12C	786-0	SF-268	UO-31	SF-295
CNC(=S)C(=S)NC	81.3	93.7	122.8	97.7	109.7	111.5	92.6	78.3
O=C(O)c1ccc(-c2nn(-c3ccc(C(=O)O)cc3)cc2/C=N/Nc2nc(-c3ccc(O)cc3)cs2)cc1	88.1	104.5	120.3	102.5	106.5	98.6	73.4	103.1
CC(=O)c1ccc(Nc2nc(SCC(=O)Nc3nc4ccc(C)cc4s3)nc(-c3ccccc3)c2C#N)cc1	60.4	56.8	75.2	75.9	57.5	79.6	101.3	91.3
Cc1ccc(Cn2c(N3CCC(C(=O)NCc4cccs4)CC3)nc3ccccc32)cc1	89.1	73.9	95.7	87.9	89.1	72.3	65.0	97.0
COc1ccc(C(=O)CSc2nccc(Nc3ccc(S(=O)(=O)Nc4ncccn4)cc3)n2)cc1	100.2	107.4	109.3	112.6	107.3	107.5	82.2	100.3
COc1cccc(/C=C\[C@H]2O[C@@H](C)[C@H](O)[C@@H]2O)c1CO	88.7	104.0	109.2	98.7	111.5	110.1	88.9	102.9
CC12CCC(C(=O)CC1=O)C2(C)C (stereo not given)	97.0&100.6	100.1&99.6	105.5&100.4	101.8&101.6	96.6&103.5	100.2&99.2	87.1&88.3	100.2&100.2
ON=C(C1CCCCC1)C1CCCCC1	87.4	98.1	90.2	99.9	99.9	98.1	89.3	104.9
COC(=O)c1cccc(NC2=C(Cl)C(=O)C(C)=C(C)C2=O)c1	94.2	101.7	149.5	92.6	103.8	97.4	89.4	108.1
CCC1(CC)CC1C(N)=O (stereo not given)	99.6	105.1	102.8	107.8	114.1	106.4	99.6	111.9
CN(C)S(=O)(=O)c1ccc(S(=O)(=O)Nc2cccc(Cl)c2N2CCCCC2)cc1	31.6	.	102.1	83.0	87.9	89.5	72.7	78.1
COCCOc1ccc(-c2nc3ccc(-c4nc5ccc(N6CCN(C)CC6)cc5[nH]4)cc3[nH]2)cc1	68.6	.	66.4	18.8	26.8	7.4*	79.2	48.4
N#C/C(=C\c1ccc(-c2ccc(Br)cc2)o1)c1nc2ccccc2c(=O)[nH]1	89.3	99.3	140.1	90.0	93.9	97.4	87.8	95.2
CCOc1ccccc1NC(=O)CN1CCN(C(=O)c2ccco2)CC1	52.1	57.1	103.8	78.6	79.7	68.6	74.1	31.5
CS(=O)(=O)OCCN(CCOS(C)(=O)=O)c1ccc(/C=N/Nc2ccc([N+](=O)[O-])cc2[N+](=O)[O-])cc1	70.4	76.0	111.8	77.6	100.5	94.1	88.9	79.2
COc1ccccc1-c1ccc(-n2ccnc2)nn1	107.0	96.9	113.0	106.6	142.4	106.7	88.6	100.7
N#Cc1nc(-c2ccc(Cl)cc2)oc1S(=O)(=O)N1CCN(c2ccc(F)cc2)CC1	107.0	94.6	100.1	92.2	99.5	97.6	81.3	100.7
COc1ccccc1N1CCN(Cc2c[nH]c3ncnc(OC)c23)CC1	93.6	97.7	91.0	92.7	99.9	104.5	80.1	66.1
COc1nccc2c(-c3ccc(Cl)cc3)nc(N)nc12	103.8	113.1	123.6	110.0	106.8	101.2	86.2	113.5
COc1ccc(NC(=O)Cn2nncc2CN2C(=O)CSC2=O)cc1	94.6	97.0	108.4	107.3	112.1	112.3	93.6	104.9
O=C1[C@@H]2Cc3c([nH]c4ccccc34)[C@H](c3c(Cl)cccc3Cl)N2C(=O)CN1C1CCN(CC2CCCCC2)CC1	76.7	42.8	139.4	61.4	46.6	75.2	69.7	105.0
CC(C)C[C@@H]1OC(=O)CCCCNC(=O)[C@H](Cc2ccccc2)N(C)C(=O)[C@H](C(C)C)N(C)C(=O)[C@H](Cc2ccccc2)NC(=O)[C@@H]2CCCN2C1=O	.	81.7	58.7	84.3	89.8	74.4	72.9	82.4
O=[N+]([O-])c1cccc(-c2nnc(CSc3nnc(-c4cccc([N+](=O)[O-])c4)o3)o2)c1	98.2	99.9	122.1	95.4	106.4	97.3	80.7	104.7
c1cc(CSC2=NCCN2)ccc1CSC1=NCCN1	88.8	92.9	111.9	103.7	96.7	92.3	81.2	92.9
Cc1[nH]c2ccccc2c1C1Cc2ccccc2N1C(=O)c1ccccc1 (stereo not given)	92.1	88.5	76.4	95.0	94.6	87.9	78.9	97.5

Some of the entries so far, with bars between the fields.
molecule | CAKI-1 | U251 | TK-10 | SN12C | 786-0 | SF-268 | UO-31 | SF-295
COc1ccc(C(=O)CSc2nccc(Nc3ccc(S(=O)(=O)Nc4ncccn4)cc3)n2)cc1 | 100.2 | 107.4 | 109.3 | 112.6 | 107.3 | 107.5 | 82.2 | 100.3
COc1cccc(/C=C\[C@H]2O[C@@H](C)[C@H](O)[C@@H]2O)c1CO | 88.7 | 104.0 | 109.2 | 98.7 | 111.5 | 110.1 | 88.9 | 102.9
CC12CCC(C(=O)CC1=O)C2(C)C (stereo not given) | 97.0&100.6 | 100.1&99.6 | 105.5&100.4 | 101.8&101.6 | 96.6&103.5 | 100.2&99.2 | 87.1&88.3 | 100.2&100.2
ON=C(C1CCCCC1)C1CCCCC1 | 87.4 | 98.1 | 90.2 | 99.9 | 99.9 | 98.1 | 89.3 | 104.9

Part of the list above, as comma-separated lines:
structure,CAKI-1,U251,TK-10,SN12C,786-0,SF-268,UO-31,SF-295
CN(C)S(=O)(=O)c1ccc(S(=O)(=O)Nc2cccc(Cl)c2N2CCCCC2)cc1,31.6,.,102.1,83.0,87.9,89.5,72.7,78.1
CC(=O)c1ccc(Nc2nc(SCC(=O)Nc3nc4ccc(C)cc4s3)nc(-c3ccccc3)c2C#N)cc1,60.4,56.8,75.2,75.9,57.5,79.6,101.3,91.3
COc1cccc(/C=C\[C@H]2O[C@@H](C)[C@H](O)[C@@H]2O)c1CO,88.7,104.0,109.2,98.7,111.5,110.1,88.9,102.9

Next section
SMILES	CAKI-1	U251	TK-10	SN12C	786-0	SF-268	UO-31	SF-295
COc1cc(C2N=C(NN)NC(C)=C2C(C)=O)ccc1O (stereo not given)	89.3	98.2	108.2	91.6	107.0	97.3	81.8	102.9
Cn1c(SCc2nc(N)c3ccccc3n2)nnc1-c1cccs1	97.4	102.7	113.2	97.7	106.3	135.1	88.3	114.6
CC(=O)/C(=C/n1c(=S)sc2ccccc21)C(=O)Nc1ccccc1C	98.4	94.4	131.3	96.3	112.3	95.4	77.0	102.6
CCCCOc1ccc(C(=O)Nc2cc(C)on2)cc1	102.9	99.5	114.4	100.3	107.7	105.8	90.3	104.6
C#CCOc1ccc(/C=N/Nc2nc(-c3ccccc3)cs2)cc1	45.4	85.7	149.1	84.2	94.7	56.0	37.2	32.7
CC(C)CCC(C)(C)O	98.8	100.2	104.5	105.6	94.2	94.2	87.8	104.0
N=C(N)SCc1cccs1	86.1	.	96.7	97.8	84.4	.	55.6	99.6
O=C(c1nc2ccccc2[nH]1)C1C(c2ccco2)C2CSCN2[C@@]12C(=O)Nc1ccccc12 (stereo not given in full)	88.5	108.5	132.6	92.5	104.0	101.5	61.7	109.4
NS(=O)(=O)c1ccc(NC(=O)N2CCN(C(=O)Cc3ccc(Cl)cc3)CC2)cc1	91.3	101.5	104.4	105.3	109.2	101.8	86.8	106.0
CCOC(=O)C1=NNC(C(=O)O)C1c1ccccc1 (stereo not given)	102.6	.	100.0	101.6	104.6	111.4	84.2	101.2
CCOC(=O)c1ccc(Nc2ccnc(SCC(=O)c3ccc([N+](=O)[O-])cc3)n2)cc1	84.2	93.0	101.9	83.0	94.1	91.8	58.4	72.3
O=C(NCCN1CCCC1)n1cc(-c2ccncc2)c(-c2cc(O)cc(Cl)c2)n1	109.3	82.9	78.6	82.5	79.2	92.6	100.1	125.3
Cc1ccc2c(c1)C(c1c[nH]c3ccccc13)(c1c[nH]c3ccccc13)CCO2	61.9	64.1	75.1	70.5	71.9	67.8	47.4	47.4
Cc1nnc2c3ccccc3ccn12	96.5	108.1	112.7	98.3	100.3	105.2	97.5	109.9
Cn1ccnc1C(=O)/C=C/c1ccc(CC(=O)Nc2ccc(F)cc2)cc1	38.1	9.5*	71.9	23.9	30.4	10.0	37.2	37.1
COC(=O)C1C2CCCCC1C(=O)O2 (stereo not given)	100.8	100.8	97.7	93.9	100.3	100.7	78.4	100.4
O=C1C(=O)C(c2ccccc2)C(=O)C1c1ccccc1 (stereo not given)	99.0	98.5	101.9	99.2	102.8	105.6	90.8	109.4
CC(O)(c1ccccc1)c1ccc2ccccc2n1 (stereo not given)	85.8	91.4	102.6	99.3	100.8	94.3	50.0	98.0
CC1=NN(c2nc(SCC(=O)Nc3nc4ccc(C)cc4s3)nc(-c3ccccc3)c2C#N)C(=O)C1	87.3	101.6	130.6	95.6	100.0	97.2	67.8	103.2
CCOC(=O)C1=Cc2c(-c3cc(Cl)ccc3O)nc(N)nc2C(C)(C)C1	85.5	98.5	119.0	100.0	97.7	93.3	84.6	103.1
Cc1cc(=O)c2c(=O)[nH][nH]c2[nH]1	108.4	102.5	102.1	106.0	114.0	.	92.6	102.9
CCC(=O)c1ccc(NC(=S)Nc2ccccc2)cc1	91.5	99.6	101.6	99.2	88.2	107.5	94.6	96.8
Cc1cc(Nc2nc(-c3ccc(F)cc3)nc3ccccc23)n[nH]1	-7.6*	88.4	32.6	61.6	56.9	63.3	32.0	64.4
Cc1cc(C)c(O)c(C)c1	99.7	104.4	95.9	96.8	97.5	100.3	97.0	104.9
Clc1ccc(-c2cn(-c3ccccc3)c(-c3ccccc3)n2)cc1	.	78.2	92.4	95.9	81.3	96.9	67.8	98.8
Cn1cc(-c2nc(-c3cn(C)c4ncccc34)cs2)c2cc(Cl)ccc21	109.2	85.0	84.3	78.3	79.0	97.6	88.8	82.9

Compound activity from PubChem BioAssay.
